Bioassay records (PubChem BioAssay)
AGP1 TOR yeast: yeast TOR pathway AGP1-GFP modulation. S. cerevisiae AGP1-GFP multiplex flow cytometry, 3 h; GFP as percent of DMSO wells. actives 0.02% (n = 320,000). GFP response vs DMSO, % at 10 µM;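 active = GFP response relative to DMSO above a set limit, near screen average plus 3 SD, cut at about 150% in these data; inconclusive = fewer than 70 cells counted for the yeast strain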;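 note: median GFP channel fluorescence of the gated AGP1 strain per well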
MEX-5 binding: C. elegans MEX-5 TCR-2 RNA binding activity; MEX-5/FITC-TCR2 RNA binding, fluorescence polarization; stronger effect = lower value; activity score (negative = inhibition of binding), % at 10 µM; actives 0.38% (n = 300,000); AID 1832;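 active = inhibition past about -25% in most replicates, and total fluorescence under double the plate's negative control median, limit read from the data; inconclusive = replicates evenly split on the limit, or fluorescence at least double controls; inactive = too little inhibition in most replicates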;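 note: 0% = DMSO and -100% = 5 µM competing unlabeled TCR2 RNA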
MCL1-BIM inh: disrupts human MCL1 binding to BIM-BH3 peptide; AID 2057; Q07820; inhibition, % at 10.9 µM; GST-MCL1 / FITC-Bim-BH3 fluorescence polarization; actives 0.68% (n = 320,000);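 active = inhibition above the mean inhibition of all tested compounds plus 3 SD, set per campaign, cut at about 40% in these data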;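 note: 0% = DMSO wells and 100% = unlabeled Bim-BH3 peptide control; higher means more loss of mP so more displacement of Bim peptide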
Target sequence (Q07820 whole entry, looked up): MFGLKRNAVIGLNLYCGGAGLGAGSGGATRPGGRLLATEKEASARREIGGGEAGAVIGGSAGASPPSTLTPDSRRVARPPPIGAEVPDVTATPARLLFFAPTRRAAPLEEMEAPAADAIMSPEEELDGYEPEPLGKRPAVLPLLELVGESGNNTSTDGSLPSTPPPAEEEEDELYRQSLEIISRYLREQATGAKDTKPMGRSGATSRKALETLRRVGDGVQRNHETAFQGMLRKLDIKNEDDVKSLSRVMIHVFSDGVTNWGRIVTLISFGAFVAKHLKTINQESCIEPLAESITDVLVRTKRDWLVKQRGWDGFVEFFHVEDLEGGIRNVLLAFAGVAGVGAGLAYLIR
Yeast superoxide: caloric restriction mimetics inhibiting age-related superoxide in yeast; actives 0.18% (n = 330,000); S. cerevisiae aged cells, superoxide DHE fluorescence; stronger effect = lower value; superoxide response (% of plate mean), % at 10 µM;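 active = superoxide response under a set limit, about three screen SD below normal, cut at about 65% in these data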;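 note: yeast aged for seven days with compound at 30 °C before DHE staining; 100% = average MFI of all compound-treated wells on the plate with controls excluded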
GLD-1 TGE inh: GLD-1-TGE RNA interaction inhibition (C. elegans). inhibition, % at 5.96 µM. actives 0.44% (n = 320,000). purified GLD-1 + fluorescein TGE RNA, fluorescence polarization. Q17339;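 active = percent inhibition above a per-plate cutoff, the plate mean of test compounds plus 3 SD, cut at about 30% in these data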;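 note: 0% = DMSO wells with GLD-1 and probe and 100% = wells lacking GLD-1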
Target sequence (Q17339 whole entry, looked up): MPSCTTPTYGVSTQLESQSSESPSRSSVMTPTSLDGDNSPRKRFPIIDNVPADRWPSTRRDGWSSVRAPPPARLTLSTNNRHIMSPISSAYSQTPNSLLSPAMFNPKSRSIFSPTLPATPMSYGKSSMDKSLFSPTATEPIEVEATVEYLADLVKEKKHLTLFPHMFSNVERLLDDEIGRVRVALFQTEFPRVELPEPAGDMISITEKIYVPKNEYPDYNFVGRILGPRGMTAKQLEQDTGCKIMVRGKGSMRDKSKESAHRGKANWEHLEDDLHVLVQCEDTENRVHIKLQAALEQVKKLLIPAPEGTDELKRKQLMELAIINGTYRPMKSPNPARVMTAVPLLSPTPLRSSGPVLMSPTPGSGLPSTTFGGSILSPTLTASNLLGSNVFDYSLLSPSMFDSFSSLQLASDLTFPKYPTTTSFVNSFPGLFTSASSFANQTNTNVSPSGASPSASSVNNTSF
CIT2-GFP yeast: yeast TOR pathway CIT2-GFP modulation; S. cerevisiae CIT2-GFP strain, flow cytometry, 3 h; 100 means same as DMSO wells; GFP response vs DMSO, % at 10 µM; actives 0.065% (n = 320,000); AID 2029;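 active = GFP response relative to DMSO above a set limit, near the screen mean plus 3 SD, cut at about 150% in these data; inconclusive = Fewer than 70 cells measured for a yeast strain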;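 note: ratio of well median GFP fluorescence to mean of DMSO wells on the plate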
VLA-4 inh: inhibition in a human VLA-4 binding assay; P13612; inhibition, % (about 7 µM as worked out from the volumes in the protocol); VLA-4 expressing cells, ligand binding flow cytometry; actives 0.2% (n = 330,000); AID 2557; in the data active = inhibition above about 50%
BCLXL inh: Bcl-xL (human) inhibition. Q07817. GST-Bcl-xL / FITC-Bim BH3 peptide fluorescence polarization. inhibition, % at 10.9 µM. actives 0.7% (n = 320,000). AID 2129;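 active = inhibition above the mean of all tested compounds plus 3 SD, cutoff set per campaign, cut at about 30% in these data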;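 note: 0% = DMSO wells and 100% = unlabeled Bim-BH3 peptide competitor; inhibitors lower millipolarization by displacing the labeled peptide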
Target sequence (Q07817 whole entry, looked up): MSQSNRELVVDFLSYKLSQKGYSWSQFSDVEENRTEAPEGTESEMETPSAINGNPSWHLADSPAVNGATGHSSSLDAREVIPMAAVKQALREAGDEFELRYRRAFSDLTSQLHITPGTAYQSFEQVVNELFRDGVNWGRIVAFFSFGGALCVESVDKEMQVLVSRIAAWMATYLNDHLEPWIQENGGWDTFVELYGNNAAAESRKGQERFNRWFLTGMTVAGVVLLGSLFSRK
GRK2 inh: inhibitors of human GRK2 displacing RNA aptamer. P25098. bead flow cytometry, FAM-aptamer displacement from GRK2. inhibition of aptamer binding, % at 10 µM. actives 0.59% (n = 330,000);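 active = inhibition of aptamer binding above 40%, roughly 3 SD of noise, on plates passing a quality check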;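 note: median bead fluorescence of bound FAM aptamer so fluorescent compounds give negative values; no value below 0 was filed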
Active calls of the source: *. Compounds as they come. About 2.1% of those tested had a hit in this group.

Screening COc1ccc(N(CCC#N)C(=O)/C(C#N)=C/c2cccs2)cc1 returned AGP1 TOR yeast 103, MEX-5 binding -0.9, MCL1-BIM inh -4, Yeast superoxide 103, GLD-1 TGE inh 3, CIT2-GFP yeast 87, VLA-4 inh -10, BCLXL inh 4 and GRK2 inh 10.
Screening CN(CC(=O)Nc1ccc(Cl)cc1)C(=O)c1ccc(S(=O)(=O)Nc2ccccc2)cc1 returned AGP1 TOR yeast 92, MEX-5 binding 1.6, MCL1-BIM inh 11, Yeast superoxide 108, GLD-1 TGE inh 3, CIT2-GFP yeast 84, VLA-4 inh -9, BCLXL inh 3 and GRK2 inh 0.
For Cc1nc2c(C(=O)NCc3ccc4c(c3)OCO4)cnn2c(C)c1Cc1ccc(F)cc1Cl the results were AGP1 TOR yeast 105, MEX-5 binding -0.8, MCL1-BIM inh 1, Yeast superoxide 81, GLD-1 TGE inh 3, CIT2-GFP yeast 100, VLA-4 inh -9, BCLXL inh 2 and GRK2 inh 0.
For CCOC(=O)CC(NC(=O)Cn1nnc(-c2ccccc2C)n1)c1ccc(OC)cc1 (centres undefined) the results were AGP1 TOR yeast 96, MEX-5 binding -0.2, MCL1-BIM inh 14, Yeast superoxide 99, GLD-1 TGE inh 5, CIT2-GFP yeast 93, VLA-4 inh 5, BCLXL inh 3 and GRK2 inh 0.
Screening CC1(C)CC2CC(C)(CN2C(=O)CN2C(=O)c3ccccc3C2=O)C1 (centres undefined) returned AGP1 TOR yeast 100, MEX-5 binding -1.0, MCL1-BIM inh -3, Yeast superoxide 126, GLD-1 TGE inh -2, CIT2-GFP yeast 96, VLA-4 inh 12, BCLXL inh -2 and GRK2 inh 1.
For Cc1cc(NCc2ccccn2)n2ncc(-c3ccc(Cl)cc3)c2n1 the results were AGP1 TOR yeast 96, MEX-5 binding -0.7, MCL1-BIM inh 8, Yeast superoxide 105, GLD-1 TGE inh 3, CIT2-GFP yeast 86, VLA-4 inh 3 and BCLXL inh 3.
Screening Cc1nc2ccc(Br)cn2c1C(=O)N/N=C\c1ccccc1Cl returned AGP1 TOR yeast 126, MEX-5 binding -1.7, MCL1-BIM inh -4, Yeast superoxide 109, GLD-1 TGE inh 5, CIT2-GFP yeast 124, VLA-4 inh 10, BCLXL inh 0 and GRK2 inh 0.
For O=C(Cc1cccc2ccccc12)NNC(=O)Nc1ccc(Cl)cc1 the results were AGP1 TOR yeast 109, MEX-5 binding 0.4, MCL1-BIM inh 0, Yeast superoxide 117, GLD-1 TGE inh 4, CIT2-GFP yeast 110, VLA-4 inh 1, BCLXL inh 3 and GRK2 inh 0.
Screening CC(C)(Oc1ccc(Cl)cc1)C(=O)Nc1ccc2oc(-c3ccncc3)nc2c1 returned AGP1 TOR yeast 111, MEX-5 binding 1.8, MCL1-BIM inh 1, Yeast superoxide 93, GLD-1 TGE inh 6, CIT2-GFP yeast 101, VLA-4 inh 20, BCLXL inh -1 and GRK2 inh 0.
Cc1ccc(N2C(=O)N(CC(=O)NC(c3ccccc3)c3ccccc3)C(=O)C2C)cc1 (centres undefined) was read as AGP1 TOR yeast 102, MEX-5 binding -0.5, MCL1-BIM inh -16, Yeast superoxide 95, GLD-1 TGE inh -3, CIT2-GFP yeast 101, VLA-4 inh -1, BCLXL inh 2 and GRK2 inh 1.
For CCCN1CCC(=NNc2ccc(S(=O)(=O)N3CCOCC3)cc2[N+](=O)[O-])CC1 the results were AGP1 TOR yeast 113, MEX-5 binding -0.4, MCL1-BIM inh -2, Yeast superoxide 83, GLD-1 TGE inh 5, CIT2-GFP yeast 108, VLA-4 inh 2, BCLXL inh 3 and GRK2 inh 2.
`COc1cccc(COC(=O)CCNC(=O)c2ccc(Cl)cc2)c1OC` gave AGP1 TOR yeast inconclusive, MEX-5 binding 0.9, MCL1-BIM inh -4, Yeast superoxide 99, GLD-1 TGE inh -1, CIT2-GFP yeast inconclusive, VLA-4 inh 10, BCLXL inh -3 and GRK2 inh 1.
Cc1onc(NC(=O)c2ccc(Cl)cc2Cl)c1Br was read as AGP1 TOR yeast 104, MEX-5 binding 0.5, MCL1-BIM inh -8, Yeast superoxide 114, GLD-1 TGE inh 6, CIT2-GFP yeast 105, VLA-4 inh -9, BCLXL inh -9 and GRK2 inh 3.
`CCOC(=O)c1[nH]c(C)c(C(=O)N2CCN(C(=O)OCC)CC2)c1CC` gave AGP1 TOR yeast 116, MEX-5 binding 2.1, MCL1-BIM inh 8, Yeast superoxide 90, GLD-1 TGE inh 3, CIT2-GFP yeast 108, VLA-4 inh 7, BCLXL inh 9 and GRK2 inh 0.
Screening COc1ccccc1C(=O)Nc1ccon1 returned AGP1 TOR yeast 100, MEX-5 binding 1.0, MCL1-BIM inh 2, Yeast superoxide 101, GLD-1 TGE inh 3, CIT2-GFP yeast 112, VLA-4 inh 6, BCLXL inh 2 and GRK2 inh 0.
`COc1ccc(N2CCN(C(=O)CCn3nnc4ccccc43)CC2)cc1` gave AGP1 TOR yeast 99, MEX-5 binding -2.6, MCL1-BIM inh 6, Yeast superoxide 91, GLD-1 TGE inh -2, CIT2-GFP yeast 93, VLA-4 inh -3, BCLXL inh 2 and GRK2 inh 0.
CCOC(=O)c1c(-c2ccccc2)oc2cc(Br)c(O)c(C=O)c12 was read as AGP1 TOR yeast 76, MEX-5 binding 1.0, MCL1-BIM inh 9, Yeast superoxide 111, GLD-1 TGE inh 7, CIT2-GFP yeast 97, VLA-4 inh -40, BCLXL inh 11 and GRK2 inh 23.
`CCCN1C(=O)C(O)(CC(=O)c2cccc(OC)c2)c2ccccc21` (centres undefined) gave MEX-5 binding 0.6, MCL1-BIM inh -1, Yeast superoxide 92, GLD-1 TGE inh 9, CIT2-GFP yeast 104, VLA-4 inh 12, BCLXL inh 4 and GRK2 inh 0.
For O=C(CC(c1ccccc1)c1cc(Cl)ccc1O)N1CCOCC1 (centres undefined) the results were AGP1 TOR yeast 101, MEX-5 binding -1.0, MCL1-BIM inh 10, Yeast superoxide 96, GLD-1 TGE inh 3, CIT2-GFP yeast 99, VLA-4 inh -16, BCLXL inh 2 and GRK2 inh 1.
O=C(Nc1ncc2c(n1)-c1ccccc1CC2)c1cccs1 was read as AGP1 TOR yeast 96, MEX-5 binding -2.3, MCL1-BIM inh -4, Yeast superoxide 109, GLD-1 TGE inh 3, CIT2-GFP yeast 88, VLA-4 inh -6, BCLXL inh 4 and GRK2 inh 0.
For O=C(c1ccccc1)c1ccc(-n2cnnc2)c([N+](=O)[O-])c1 the results were AGP1 TOR yeast 95, MEX-5 binding 0.2, MCL1-BIM inh 2, Yeast superoxide 93, GLD-1 TGE inh 1, CIT2-GFP yeast 92, VLA-4 inh 6, BCLXL inh 9 and GRK2 inh 0.
Screening COc1ccc(NC(=O)CN(C)CC(=O)N2CC(=O)Nc3ccccc32)cc1 returned AGP1 TOR yeast 107, Yeast superoxide 103, GLD-1 TGE inh -2, CIT2-GFP yeast 112, VLA-4 inh 2 and GRK2 inh 7.
O=C(O)c1cccc(-n2c(-c3cnccn3)n[nH]c2=S)c1 was read as AGP1 TOR yeast 97, MEX-5 binding -1.3, MCL1-BIM inh -8, Yeast superoxide 105, GLD-1 TGE inh 13, CIT2-GFP yeast 104, VLA-4 inh -4, BCLXL inh -6 and GRK2 inh 1.
Screening O=C(COC(=O)c1ccccc1Nc1cccc(C(F)(F)F)c1)NCc1ccco1 returned AGP1 TOR yeast 95, MEX-5 binding -0.5, MCL1-BIM inh 6, Yeast superoxide 89, GLD-1 TGE inh 0, CIT2-GFP yeast 98, VLA-4 inh 1, BCLXL inh 3 and GRK2 inh 8.
O=C1OCC/C1=C\c1ccc2c(c1)OCO2 was read as AGP1 TOR yeast 107, MEX-5 binding -0.3, MCL1-BIM inh 3, Yeast superoxide 112, GLD-1 TGE inh 1, CIT2-GFP yeast 111, VLA-4 inh 8, BCLXL inh 4 and GRK2 inh 0.
Screening O=C(CNS(=O)(=O)c1cccc2nsnc12)NCCc1ccccc1 returned AGP1 TOR yeast 97, MEX-5 binding 0.5, MCL1-BIM inh 1, Yeast superoxide 95, GLD-1 TGE inh 1, CIT2-GFP yeast 96, VLA-4 inh 11, BCLXL inh 5 and GRK2 inh 0.
For CC(=O)NC(CCS(C)(=O)=O)C(=O)Nc1ccccc1C (centres undefined) the results were AGP1 TOR yeast 71, MEX-5 binding -3.3, MCL1-BIM inh 3, Yeast superoxide 102, GLD-1 TGE inh -3, CIT2-GFP yeast 62, VLA-4 inh -12, BCLXL inh 2 and GRK2 inh 1.
Screening Cc1ccc(-c2nc(-c3ccncc3)no2)cc1 returned AGP1 TOR yeast 86, MEX-5 binding 2.4, Yeast superoxide 99, CIT2-GFP yeast 96, VLA-4 inh -14 and GRK2 inh 2.
O=C1c2ccccc2NC(c2ccccc2O)N1c1ccc(F)cc1 (centres undefined) was read as AGP1 TOR yeast 99, MEX-5 binding -0.1, MCL1-BIM inh -9, Yeast superoxide 104, GLD-1 TGE inh 5, CIT2-GFP yeast 105, VLA-4 inh 7, BCLXL inh -3 and GRK2 inh 0.
CCc1ccc(/C=N/n2c(C3CCCCC3)n[nH]c2=S)cc1 was read as AGP1 TOR yeast 88, MEX-5 binding -1.6, MCL1-BIM inh -8, Yeast superoxide 108, GLD-1 TGE inh -8, CIT2-GFP yeast 94, VLA-4 inh 8, BCLXL inh -2 and GRK2 inh 0.
`COc1cccc(N2CC(NS(=O)(=O)c3ccc(Cl)cc3)CC2=O)c1` (centres undefined) gave AGP1 TOR yeast 106, MEX-5 binding 1.3, MCL1-BIM inh -2, Yeast superoxide 102, GLD-1 TGE inh 0, CIT2-GFP yeast 79, VLA-4 inh 1, BCLXL inh 1 and GRK2 inh 2.
For N#Cc1ccccc1COc1ccc(/C=C/C(=O)O)cc1 the results were AGP1 TOR yeast 83, MEX-5 binding 0.8, MCL1-BIM inh 6, Yeast superoxide 114, GLD-1 TGE inh 5, CIT2-GFP yeast 91, VLA-4 inh 8, BCLXL inh 5 and GRK2 inh 3.
`Cc1cccc(N2C(=O)/C(=C/c3cccnc3)SC2=S)c1` gave AGP1 TOR yeast 95, MEX-5 binding 1.3, MCL1-BIM inh 3, Yeast superoxide 75, GLD-1 TGE inh 3, CIT2-GFP yeast 92, VLA-4 inh 3, BCLXL inh 2 and GRK2 inh 0.
Screening COc1ccc(/C(O)=C/C(=O)C(=O)NNC(=O)c2ccccc2)cc1 returned AGP1 TOR yeast 81, MEX-5 binding -1.5, MCL1-BIM inh 3, Yeast superoxide 98, GLD-1 TGE inh -2, CIT2-GFP yeast 75, VLA-4 inh 6, BCLXL inh 4 and GRK2 inh 1.
`Cc1cc(C)c(NC(=O)CNC(=O)c2ccccc2SCC(=O)N2CCCC2)c(C)c1` gave AGP1 TOR yeast 93, MCL1-BIM inh 12, Yeast superoxide 102, GLD-1 TGE inh 5, CIT2-GFP yeast 92, VLA-4 inh 36, BCLXL inh 9 and GRK2 inh 0.
`Cc1ccc(/C=C/C(=O)O)cc1S(=O)(=O)NCC1CCCO1` (centres undefined) gave AGP1 TOR yeast 94, MEX-5 binding -3.3, MCL1-BIM inh 7, Yeast superoxide 99, GLD-1 TGE inh 19, CIT2-GFP yeast 97, VLA-4 inh 8, BCLXL inh 2 and GRK2 inh 5.
